TRPC4 inh – TRPC4 (mouse) channel inhibition; Q9QUQ5; HEK293 TRPC4beta/mu-opioid, DAMGO-evoked Fluo4 calcium flux; stronger effect = lower value; B-score at 10 µM; 0.39% of 300,000 active; AID 2247;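 active = B-score over 3 SD under the library average, no early fluorescence shift, positive overall ratio signal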
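Assay system: Stable TRPC4beta/mu-opioid receptor HEK293 cells | Reagent: DAMGO in two steps, submaximal then maximal | Compound dosing: Single concentration per test compound | Signal: Fluo4 Ca2+ flux fluorescence | Evaluation: Per-well B score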
RGS4 inh – human RGS4 inhibition. P49798. HEK293 M3R/RGS4 inducible, Fluo-4 calcium flux; stronger effect = higher value; triggered by carbachol at its EC20. B-score at 10 µM. 0.45% of 310,000 active. AID 463165;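 active = B-score, a plate-corrected calcium signal, over three deviations above library mean, with baseline fluorescence within five deviations of library mean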;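 note: RGS4 expression induced by doxycycline in cells with stable M3 receptor; B-score is computed from the integrated fluorescence ratio over baseline after carbachol; higher B-score means a larger calcium signal and so more RGS4 inhibition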
Target sequence (P49798 whole entry, looked up): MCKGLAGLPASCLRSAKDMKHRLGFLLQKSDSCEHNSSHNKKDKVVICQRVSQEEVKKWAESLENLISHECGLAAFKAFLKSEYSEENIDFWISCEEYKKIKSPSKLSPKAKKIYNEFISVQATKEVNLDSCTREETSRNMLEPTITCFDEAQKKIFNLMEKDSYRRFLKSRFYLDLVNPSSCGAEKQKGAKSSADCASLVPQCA
TMEM16A inh – mouse TMEM16A channel inhibition, primary screen; normalized B-score (activity score, 25-100; higher = stronger inhibition) at 10 µM; AID 588511; HEK293 TMEM16A/YFP iodide influx fluorescence, ionomycin; 1.2% of 310,000 active;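 active = ratio plate-corrected score three or more library SD toward inhibition, starting fluorescence score within five deviations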;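 note: score derived from kinetic fluorescence span divided by baseline fluorescence per well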
TRPC4 PAM – allosteric potentiators of mouse TRPC4 channel; 0.42% of 310,000 active; Q9QUQ5; AID 2227; HEK293 TRPC4beta/mu-opioid, DAMGO EC20, Fluo-4 Ca2+ flux; stronger effect = higher value; B-score at 10 µM;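 active = B-score of calcium response area above 5 SD of library B-scores, with initial fluorescence ratio within 5 SD of library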;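 note: B-score of integrated fluorescence ratio over time as area under calcium response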
MrgX1 agonist – human MrgX1 receptor agonism, primary screen | 0.44% of 310,000 active | MrgX1-HEK293 cells, Fluo-4 calcium fluorescence, agonist mode; stronger effect = higher value | Q96LB2 | B-score at 10 µM;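 active = calcium response B-score plate-corrected fluorescence ratio at least 3 library SD, with starting fluorescence B-score inside 5 SD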
Target sequence (Q96LB2 whole entry, looked up): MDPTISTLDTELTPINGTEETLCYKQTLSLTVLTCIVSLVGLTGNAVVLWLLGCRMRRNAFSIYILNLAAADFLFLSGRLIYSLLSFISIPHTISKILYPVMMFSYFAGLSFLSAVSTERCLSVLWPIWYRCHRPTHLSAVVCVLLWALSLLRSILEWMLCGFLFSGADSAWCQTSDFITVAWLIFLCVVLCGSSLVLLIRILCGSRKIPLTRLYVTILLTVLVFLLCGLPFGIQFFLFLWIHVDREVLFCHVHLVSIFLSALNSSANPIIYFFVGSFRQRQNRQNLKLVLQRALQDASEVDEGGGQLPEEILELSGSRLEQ
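Test system: HEK293 cells stably expressing human MrgX1 receptor; amount: 15,000 cells per well; doses: compound delivered in addition one of three; times: overnight plating before 1 h dye loading; detection: Fluo-4 NW calcium-flux fluorescence, kinetic read; read-out basis: B-scored fluorescence response ratio; controls: positive and negative controls per plate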
TRPC6 inh – blocks the mouse TRPC6 cation channel; B-score at 10 µM; 1.1% of 310,000 active; HEK293-TRPC6, membrane potential dye, ACh-evoked depolarization; stronger effect = lower value; Q61143; AID 2553;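 active = B-score under library mean minus 3 SD, initial fluorescence not abnormally high, positive integrated signal ratio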;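 note: B-score derived from integrated fluorescence ratio over the kinetic read; more negative B-score means stronger inhibition of depolarization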
TRPC4 agonist – opens the mouse TRPC4 cation channel | AID 2237 | HEK293 TRPC4beta/mu-opioid, Fluo4 calcium fluorescence; stronger effect = higher value | 0.49% of 310,000 active | B-score at 10 µM | Q9QUQ5;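 active = B-score above 5 SD of library B-scores, and initial fluorescence ratio not above library mean plus 5 SD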;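 note: positive B-score marks a calcium rise read as TRPC4 activation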
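System – HEK293 cells stably co-expressing mouse TRPC4beta and mu-opioid receptor · Signal – Fluo4 calcium-sensitive dye fluorescence, kinetic, 1 Hz baseline · Benchmarks – buffer (low) and maximal DAMGO (high) · Read-out – B score of integrated fluorescence ratio per well · Incubation – dye loading 45 min room temperature, 110 s kinetic read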
MrgX1 allo act – allosterically activates human MrgX1 receptor signaling. Q96LB2. MrgX1-HEK293, Fluo-4 calcium flux, FDSS; stronger effect = higher value. B-score at 10 µM. 0.63% of 310,000 active. AID 588675;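 active = plate-corrected calcium response at least 3 library SD above typical, normal starting fluorescence, not activating the receptor alone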;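 note: compound read alongside a low EC10 to EC30 dose of BAM8-22 agonist; peak minus trough fluorescence over baseline measured at the second addition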
TMEM16A act – activates or potentiates the mouse TMEM16A chloride channel; Q8BHY3; HEK293 TMEM16A/YFP-H148Q/I152L, iodide quench fluorescence; stronger effect = lower value; B-score at 10 µM; 0.3% of 340,000 active; AID 623877;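 active = fluorescence-ratio B-score plate-corrected deviation score at least 3 library SD below zero, with starting fluorescence score within 5 deviations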;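 note: channel opened by trigger with iodide after compound preincubation; score built on the fluorescence ratio of max minus min over baseline; more negative score means more quench and so TMEM16A activation or potentiation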
MrgX1 antagonist – human MrgX1 receptor antagonism, primary screen | 1.3% of 310,000 active | B-score at 10 µM | AID 588676 | Q96LB2 | MRGX1-HEK293 calcium flux, Fluo-4, BAM8-22 antagonism; stronger effect = lower value;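 active = calcium-response B-score plate-corrected more than 3 library SD below zero, starting fluorescence within 5 deviations, no agonist response on first addition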;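 note: peak minus trough fluorescence over baseline after final BAM8-22 challenge near maximal dose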
TRPC6 activator – activators of mouse TRPC6 channel; AID 2550; 0.13% of 310,000 active; HEK293-TRPC6 membrane potential dye fluorescence; stronger effect = higher value; Q61143; B-score at 10 µM;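 active = B-score of the integrated fluorescence ratio above library mean plus 3 SD, and starting fluorescence ratio within library mean plus 5 SD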;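 note: higher score means more depolarization so channel activation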
An asterisk follows results filed as active; i = inactive; . = not tested or not shown.

smiles | MrgX1 antagonist | RGS4 inh | TRPC4 agonist | MrgX1 agonist | TRPC4 inh | TRPC6 activator | TMEM16A inh | TRPC6 inh | TRPC4 PAM | TMEM16A act | MrgX1 allo act
COc1ccc(-c2csc3nc(C)nc(N4CCC(C)CC4)c23)cc1OC | i | i | i | i | i | i | i | -6.6* | 23* | i | i
C=CCc1ccc2oc(C(=O)OCC)cc(=O)c2c1O | i | i | i | i | i | i | i | i | i | i | i
COc1ccc(S(=O)(=O)N2N=C(c3cccc(NS(C)(=O)=O)c3)CC2c2ccco2)cc1 (configuration not stated) | i | i | i | i | i | i | i | i | i | i | i
CC1(c2ccccc2)NC(=O)N(CC(=O)Nc2ccc(S(N)(=O)=O)cc2)C1=O (configuration not stated) | i | i | i | i | i | i | i | i | i | i | i
CCN(CC)CCN1C(=O)c2oc3ccc(F)cc3c(=O)c2C1c1ccncc1 (configuration not stated) | i | i | i | i | i | i | i | i | i | i | i
COc1ccc(CN2CCN(C(=O)c3ccccc3F)CC2)c(OC)c1OC | i | i | i | i | i | i | i | i | i | i | i
O=C(Nc1ccc(Cc2ccncc2)cc1)c1cccc([N+](=O)[O-])c1 | i | i | i | i | i | i | i | i | i | i | i
COc1cccc(C2CC(=O)Nc3cc(OC)c(OC)c(OC)c32)c1OC (configuration not stated) | i | i | i | i | i | i | i | i | i | i | i
CC(C)N(Cc1ccccc1)C(=O)CC(=O)N(Cc1ccccc1)C(C)C | i | i | i | i | i | i | i | i | i | i | i
Cc1cc(/C=C(\C#N)C(=O)NCc2cccs2)c(C)n1-c1ccccc1F | i | i | i | i | i | i | i | i | i | i | i
CC(C)C(C(=O)Nc1ccncc1)c1ccc(Cl)cc1 (configuration not stated) | -4.6* | i | i | i | i | i | i | i | i | i | i
O=S(=O)(c1ccc(F)c(F)c1F)N1CCN(C(=S)NC2CC3CCC2C3)CC1 (configuration not stated) | i | i | i | i | i | i | i | i | i | i | i
Cc1ccc(NC(=O)Cc2noc3ccccc23)nc1 | i | i | i | i | i | i | i | i | i | i | i
COCCCN(C(=O)CSCc1c(C)noc1C)c1c(N)n(Cc2ccccc2)c(=O)[nH]c1=O | i | i | i | i | i | i | i | i | i | i | i
Cc1ccc(C(=O)CSc2nnc(N)s2)c(C)c1 | i | i | i | i | i | i | i | i | i | i | i
Cc1ccc(NC(=O)C2CCCN(S(=O)(=O)c3ccc4[nH]c(=O)ccc4c3)C2)c(C)c1 (configuration not stated) | i | i | i | i | i | i | i | i | i | i | i
COc1ccc(-n2c(=S)[nH]c3cc(C(=O)NCc4ccc(F)cc4)ccc3c2=O)c(OC)c1 | i | i | i | i | i | i | i | i | i | i | i
CC(C)Cc1nnc(NC(=O)CCC(=O)N2CCOCC2)s1 | i | i | i | i | i | i | i | i | i | i | i
CC(=O)c1ccc(C(C)(C)c2ccc(C(C)=O)s2)s1 | i | i | i | i | i | i | i | i | i | i | i
O=C(/C=N/O)Nc1ccc(F)cc1 | i | i | i | i | i | i | i | i | i | i | i
CCCCNC(=O)Cn1nc([N+](=O)[O-])c([N+](=O)[O-])c1C | -5.4* | i | i | i | i | i | i | i | i | i | i
CC(CNS(=O)(=O)c1ccc(Br)cc1)CN(C)C (configuration not stated) | i | i | i | i | i | i | i | i | i | i | i
Cc1ccc(NC(=O)c2cccc(S(=O)(=O)N3CCN(C)CC3)c2)cc1F | i | i | i | i | i | i | i | i | i | i | i
CCCCCCCCCCCCC/C=C/[C@@H](O)[C@@H](N)CO | i | i | i | i | i | i | i | i | i | i | i
CCNC(=O)C/C(C)=N/NC(=O)C12CC3CC(CC(C3)C1)C2 | i | i | i | i | i | i | i | i | i | i | i
NC(=O)c1nn2c(C(F)(F)F)cc(-c3ccccc3)nc2c1Br | i | i | i | i | i | i | i | i | i | i | i
COc1ccc(-c2cc(C(F)(F)F)nc(S(C)(=O)=O)n2)cc1 | i | i | i | i | i | i | i | i | i | i | i
CCc1nccn1CCC(=O)N1CCCC(N2CCN(c3ccccc3F)CC2)C1 (configuration not stated) | i | i | i | i | i | i | i | i | i | i | i
NS(=O)(=O)c1cc(C(=O)OCC(=O)Nc2ccccc2[N+](=O)[O-])ccc1Cl | i | i | i | i | i | i | i | i | i | i | i
CC(C(=O)Nc1ccc(F)cc1Cl)N(C)CCOc1ccccc1 (configuration not stated) | i | i | i | i | i | i | i | i | i | . | i
Cc1cccc(-c2cc3c(nn2)-c2ccccc2C3=O)c1 | i | i | i | i | i | i | i | i | i | i | i
CC1CN(S(=O)(=O)c2cccc(C(=O)OCC(=O)Nc3ccc4c(c3)OCO4)c2)CC(C)O1 (configuration not stated) | i | . | . | i | . | . | i | . | . | i | i
Cc1nc(-c2cn[nH]c2-c2ccc(O)cc2O)cs1 | i | i | i | i | i | i | i | i | i | i | i
COc1ccc(CCNC(=O)CC2Nc3cc(C)c(C)cc3NC2=O)cc1OC (configuration not stated) | i | i | i | i | i | i | i | i | i | i | i
Cc1cccc(CNC(=O)C2CCC(=O)N(Cc3ccccc3F)C2)n1 (configuration not stated) | . | i | i | . | i | i | . | i | i | i | .
CC(O)CNCCCOc1ccc(Cl)cc1C(C)(C)C (configuration not stated) | i | i | i | i | i | i | i | i | i | i | i
CCC(C(=O)NC1CC1)n1nc(C)c2c(C)n(-c3ccccc3)nc2c1=O (configuration not stated) | i | i | i | i | i | i | i | i | i | i | i
CN(CC(=O)Nc1ccccc1Cl)C(=O)COC(=O)c1ccc(S(=O)(=O)C(F)F)cc1 | i | i | i | i | i | i | i | i | i | i | i
CCCCCCn1c(SCC(=O)Nc2cc(C)on2)nc2ccccc2c1=O | i | i | i | i | i | i | i | i | i | i | i
O=C(CCC1CCCN(C(=O)C2CCCC2)C1)NCc1ccc(F)c(F)c1 (configuration not stated) | i | i | i | i | i | i | i | i | i | i | i
COc1cc2c(cc1OC)[C@@H]1Cc3ccc(OC)c(OC)c3CN1CC2 | i | i | i | i | i | i | i | i | i | i | i
CCOC(=O)C1=C(N)Oc2ccc3ccccc3c2C1c1cccc(O)c1 (configuration not stated) | i | i | i | i | i | i | i | i | i | i | i
O=C(Cn1cc2c(n1)CCCCC2)NCCN1CCOCC1 | i | i | i | i | i | i | i | i | i | i | i
CCOC(=O)N1CCC(NC(=O)Cn2cc3c(n2)CCCCC3)CC1 | i | i | i | i | i | i | i | i | i | i | i
Clc1ccc(C2Nc3ccccc3-n3cccc32)cc1 (configuration not stated) | i | i | i | i | i | i | i | i | i | i | i
CC(=O)NCCC1CCN(C(=O)C2CCC(=O)N(C3CCCC3)C2)CC1 (configuration not stated) | i | i | i | i | i | i | i | i | i | i | i
COc1cc(SC)ccc1C(=O)NCC1CCCCC1 | i | i | i | i | i | i | i | i | i | i | i
COc1ccc(S(=O)(=O)N2CCOCC2)cc1NC(=O)CN(C)Cc1c(F)cccc1Cl | i | i | i | i | i | i | i | i | i | i | i
O=C1CN(C(=O)c2ccco2)c2ccccc2N1 | i | i | i | i | i | i | i | i | i | i | i
CS(=O)(=O)N(CC(=O)Nc1cccc([N+](=O)[O-])c1)c1cccc(F)c1 | i | i | i | i | i | i | i | i | i | i | i
CNC(=O)Cn1nc(-c2ccc(C)cc2)c2ccccc2c1=O | i | i | i | i | i | i | i | i | i | i | i
CC(=O)N1CCc2cc(Br)cc(S(=O)(=O)NCCN3CCCCC3C)c21 (configuration not stated) | i | i | i | i | i | i | i | i | i | i | 9.1*
Cc1ccc(NC(=O)C2c3ccccc3Oc3ccccc32)c(C)c1 | i | i | i | i | i | i | i | i | i | i | i
Cc1ccccc1NC(=O)c1cc(S(=O)(=O)N2CCOCC2)cn1C | i | i | i | i | i | i | i | i | i | i | i
COc1ccc(Cl)cc1NC(=O)CSc1nnc(CN2CCOCC2)n1-c1ccc(Cl)cc1 | i | i | i | i | i | i | i | i | i | i | i
COc1cccc(-c2noc(-c3ccc(Br)o3)n2)c1 | i | i | i | i | i | i | i | i | i | i | i
Cc1ccc(CNC(=O)CS(=O)Cc2nc(-c3cccs3)oc2C)cc1 (configuration not stated) | i | i | i | i | i | i | i | i | i | i | i
O=C(CCNC(=O)c1ccco1)Nc1ccc(OC(F)(F)F)cc1 | i | i | i | i | i | i | i | i | i | i | i
COC(=O)CSc1ccc(S(=O)(=O)N2CCC(C)CC2)cc1[N+](=O)[O-] | i | i | i | i | i | i | i | i | i | i | i
CCCCn1c(SCC(=O)Nc2nnc(C)s2)nnc1-c1ccoc1C | i | i | i | i | i | i | i | i | i | i | i

The listing continues.
smiles | MrgX1 antagonist | RGS4 inh | TRPC4 agonist | MrgX1 agonist | TRPC4 inh | TRPC6 activator | TMEM16A inh | TRPC6 inh | TRPC4 PAM | TMEM16A act | MrgX1 allo act
CCCCNC(=O)CCn1nc(-c2ccccc2)ccc1=O | i | i | i | i | i | i | i | i | i | i | i
COc1ccc(Cc2c(C)nc(N)nc2Cl)cc1 | i | i | i | i | i | i | i | i | i | i | i
C#CCOCCOCCOCCNc1nc(N2CCN(C(=O)[C@H]([C@@H](C)CC)n3cc([C@@H](N)CO)nn3)CC2)nc(N2CCN(C(=O)[C@H]([C@@H](C)CC)n3cc([C@@H](N)CO)nn3)CC2)n1 | . | i | i | . | i | i | . | i | i | . | .
COC(=O)Cn1c(=NC(=O)c2ccc([N+](=O)[O-])s2)sc2cc(Br)ccc21 | i | i | i | i | i | i | i | i | i | . | i
COc1cccc(CCNC(=O)CC2C(=O)NCCN2Cc2ccc(C)o2)c1 (configuration not stated) | i | i | i | i | i | i | i | i | i | i | i
CC(NC(=O)Nc1ccc(Cl)cc1)C1CCCO1 (configuration not stated) | i | i | i | i | i | i | i | i | i | i | i
O=C(O)c1cc(-c2ccc(/C=N/NC(=S)Nc3ccccc3)o2)ccc1Cl | i | i | i | i | i | i | i | i | i | i | i
